MCL1-BIM inh: disrupts human MCL1 binding to BIM-BH3 peptide | Q07820 | 320,000 compounds, 0.68% hits | GST-MCL1 / FITC-Bim-BH3 fluorescence polarization | inhibition, % at 10.9 µM | AID 2057;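 active = inhibition above the mean inhibition of all tested compounds plus 3 SD, set per campaign, cut at about 40% in these data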;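 note: 0% = DMSO wells and 100% = unlabeled Bim-BH3 peptide control; higher means more loss of mP so more displacement of Bim peptide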
Target sequence (Q07820 whole entry, looked up): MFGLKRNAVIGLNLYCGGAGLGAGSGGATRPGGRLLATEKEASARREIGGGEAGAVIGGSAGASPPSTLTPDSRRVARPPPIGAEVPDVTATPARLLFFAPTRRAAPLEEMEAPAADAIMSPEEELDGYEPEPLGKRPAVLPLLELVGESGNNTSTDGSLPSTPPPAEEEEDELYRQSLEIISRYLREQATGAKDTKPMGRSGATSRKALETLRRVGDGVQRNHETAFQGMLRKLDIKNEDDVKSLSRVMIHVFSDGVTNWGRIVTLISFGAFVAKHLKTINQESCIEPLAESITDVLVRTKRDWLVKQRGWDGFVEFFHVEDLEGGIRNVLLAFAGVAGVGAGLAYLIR
MEX-5 binding: C. elegans MEX-5 TCR-2 RNA binding activity; Q9XUB2; MEX-5/FITC-TCR2 RNA binding, fluorescence polarization; active compounds read low; activity score (negative = inhibition of binding), % at 10 µM; 300,000 compounds, 0.38% hits; AID 1832;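 active = inhibition past about -25% in most replicates, and total fluorescence under double the plate's negative control median, limit read from the data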;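 note: 0% = DMSO and -100% = 5 µM competing unlabeled TCR2 RNA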
Target sequence (Q9XUB2 whole entry, looked up): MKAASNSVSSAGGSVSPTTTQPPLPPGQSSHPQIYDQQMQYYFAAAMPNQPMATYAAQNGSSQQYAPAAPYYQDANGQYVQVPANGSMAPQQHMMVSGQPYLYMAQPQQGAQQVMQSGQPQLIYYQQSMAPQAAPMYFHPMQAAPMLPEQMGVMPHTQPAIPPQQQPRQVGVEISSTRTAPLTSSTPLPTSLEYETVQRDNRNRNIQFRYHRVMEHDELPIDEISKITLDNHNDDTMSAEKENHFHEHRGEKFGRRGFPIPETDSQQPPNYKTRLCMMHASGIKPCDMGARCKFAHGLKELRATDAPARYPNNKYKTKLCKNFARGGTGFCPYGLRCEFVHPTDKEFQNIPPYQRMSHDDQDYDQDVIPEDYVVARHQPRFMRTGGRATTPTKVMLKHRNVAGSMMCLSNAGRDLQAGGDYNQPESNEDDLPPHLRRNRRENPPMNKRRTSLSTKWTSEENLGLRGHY
GLD-1 RNA inh: GLD-1-TGE RNA interaction inhibition (C. elegans). purified GLD-1 + fluorescein TGE RNA, fluorescence polarization. inhibition, % at 5.96 µM. 320,000 compounds, 0.44% hits;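 active = percent inhibition above a per-plate cutoff, the plate mean of test compounds plus 3 SD, cut at about 30% in these data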;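 note: 0% = DMSO wells with GLD-1 and probe and 100% = wells lacking GLD-1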
AHR activator: activators of human aryl hydrocarbon receptor; AHR-responsive luciferase reporter cells, luminescence; activation, % at 5 µM; 320,000 compounds, 2.5% hits; AID 2796; in the data active = activation above about 47%;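 note: 0% = vehicle wells and 100% = reference agonist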
PAFAH1B2 inh: PAFAH1B2 (human) inhibition | P68402 | recombinant PAFAH1B2, FP-rhodamine activity probe, fluorescence polarization | inhibition, % at 3.39 µM | 340,000 compounds, 1.2% hits | AID 492953;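 active = inhibition above the mean of all tested compounds plus 3 SD, cut at about 24% in these data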;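 note: 0% = enzyme with DMSO and 100% = wells lacking PAFAH1B2; many of its hits are not listed in these tables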
Fam108B inh: blocks mouse Fam108B hydrolase in RBBP9 counter-screen; recombinant Fam108B, FP-Rh probe fluorescence polarization; inhibition, % at 9.51 µM; 300,000 compounds, 0.33% hits;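 active = inhibition above the screen mean inhibition plus 3 SD, computed separately per campaign, cut at about 18% in these data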;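 note: inhibitors lower polarization as less probe binds the enzyme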
PME-1 inh: PME-1 (human) inhibition; recombinant PME-1, FP-Rh probe fluorescence polarization; 320,000 compounds, 0.53% hits; inhibition, % at 5.9 µM; AID 2130; Q9Y570;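 active = inhibition above the campaign mean of all compounds plus 3 SD, cut at about 26% in these data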;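 note: competitive labeling of PME-1 active site by serine hydrolase directed probe; 0% = PME-1 with DMSO and 100% = wells lacking PME-1 enzyme; inhibitors block probe labeling so polarization falls and inhibition rises; many of its hits are not listed in these tables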
pPAFAH FP inh: inhibitors of human plasma PAF acetylhydrolase (pPAFAH); Q13093; recombinant pPAFAH, FP-rhodamine probe fluorescence polarization; inhibition, % at 3.39 µM; 330,000 compounds, 1.5% hits; AID 463082;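 active = inhibition above the mean inhibition across the screen plus 3 SD, cut at about 25% in these data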;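 note: inhibitors block binding of the rhodamine activity-based probe so polarization drops; 0% = enzyme with DMSO and 100% = wells lacking pPAFAH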
BCLXL inh: Bcl-xL (human) inhibition | GST-Bcl-xL / FITC-Bim BH3 peptide fluorescence polarization | inhibition, % at 10.9 µM | 320,000 compounds, 0.7% hits | AID 2129;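 active = inhibition above the mean of all tested compounds plus 3 SD, cutoff set per campaign, cut at about 30% in these data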;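 note: 0% = DMSO wells and 100% = unlabeled Bim-BH3 peptide competitor; inhibitors lower millipolarization by displacing the labeled peptide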
Numbers without * were called inactive; / = not tested or not shown.

Below each SMILES: MCL1-BIM inh, MEX-5 binding, GLD-1 RNA inh, AHR activator, PAFAH1B2 inh, Fam108B inh, PME-1 inh, pPAFAH FP inh, BCLXL inh
1) NC(=O)CC(NC(=O)c1cccc(Br)c1)c1ccc(NCC2CC2)c([N+](=O)[O-])c1 (stereo not given)
    1, 0.3, -1, -4, 0, -1, -3, 2, 3
2) O=C(CNC(=O)c1ccc(Cl)cc1Cl)OCc1nc2ccccc2s1
    -2, 0.9, -3, 6, 4, 0, 1, 1, 3
3) CC1(C)COCN1C(=O)c1ccc(Cl)c(Cl)c1
    10, 4.4, -1, 8, 6, 1, 0, 4, 3
4) CCC(=O)n1nc(-c2cccnc2)nc1NCc1ccc(F)cc1
    4, 0.0, 6, 17, 6, 2, -1, 2, 6
5) C[C@@H](O)C1NC(=O)[C@H](CCCCN)NC(=O)c2cc([N+](=O)[O-])cc(F)c2NCCCC[C@@H](C(N)=O)NC1=O (stereo not given in full)
    3, 2.4, -5, -1, 0, -2, 0, 1, 0
6) Cn1cc(SCC(=O)O)c2ccccc21
    2, 1.3, 3, 5, -2, 2, -5, 4, 5
7) COc1ccc(C(=O)COc2ccc3ccc(=O)oc3c2)cc1
    7, -0.8, -4, -7, 3, 4, 1, 8, 2
8) N#Cc1c(NC(=O)CSc2ncccn2)oc(-c2ccccc2)c1-c1ccccc1
    3, 1.3, 9, 4, 12, 5, 1, 32*, 0
9) O=C(CNC(=O)c1ccc(Br)o1)NNC(=O)c1n[nH]c(=O)c2ccccc12
    0, /, 5, 5, -5, /, -3, -4, 3
10) CC(C)(C)c1ccc(CN2N=C(/C=C/c3ccccc3)CCC2=O)cc1
    5, 0.9, 11, 1, 4, -7, -13, -9, 6
11) O=C(CCCN1C(=O)c2ccccc2C1=O)N1CCCCC1
    -11, -1.4, -1, -1, -3, -2, -6, -1, -4
12) CC(NC(=O)c1cccs1)C(c1cccs1)N1CCN(c2ccccc2)CC1 (stereo not given)
    6, -0.8, 6, -2, 0, 5, 2, 1, 6
13) C=C(C)Cn1c(-c2ccc(OC)cc2)nc2ccccc21
    5, -1.5, -1, 9, 2, 4, 3, 78*, 2
14) Cc1cnc(NC(=O)c2cc3c(s2)CCCC3)s1
    7, 0.5, -1, 13, 2, -2, -6, -2, 3
15) O=C(Cc1ccc([N+](=O)[O-])cc1)NCc1ccc2c(c1)OCO2
    -5, -0.3, -4, 5, 6, 3, -1, 5, -4
16) Cc1ccc(NC(=S)NCCC2=CCCCC2)cc1
    4, 0.2, 5, 6, 4, 5, -2, 0, 9
17) O=[N+]([O-])c1cc(Br)cc(/C=N/n2cnnc2)c1O
    8, -2.0, 1, -2, -2, 2, 6, 1, 5
18) O=c1c2cc(Br)ccc2nc(-c2ccc(Cl)cc2)n1O
    8, 1.9, -7, 50*, -2, 0, 2, -1, 4
19) Cn1c(NC(=O)C2CCCC2)cc(=O)n(C)c1=O
    -2, -0.3, 4, 1, 7, 1, -3, -1, 6
20) O=C(CCN1C(=O)c2ccccc2C1=O)C1=NN[C@@H]2C(=O)N(c3cccc(Cl)c3)C(=O)[C@H]12
    -2, 1.2, 11, 0, 10, -1, -4, -2, -3
21) Cc1cc(-c2ccc(C(C)C)c(S(=O)(=O)N3CCOc4ccccc43)c2)on1
    8, 3.1, 9, 8, -3, -2, -2, 5, 5
22) COc1ccc(CC(=O)Nc2ccc(-c3noc(-c4ccc(Cl)cc4)n3)cc2)cc1
    8, -0.8, 4, 14, 2, -4, 1, 2, 1
23) Cc1ccc(F)cc1NC(=O)N1c2ccccc2NC(=O)CC1C (stereo not given)
    3, 0.1, 1, 1, 0, -4, -4, -4, 4
24) NC(N)=NN=C1c2ccccc2-c2ccccc21
    -9, 1.4, 3, 41, 5, 4, 0, 7, -3
25) CCOC(=O)c1sc(/N=C/N(C)C)c(C(=O)OCC)c1C
    5, -0.1, 1, 0, 2, 4, -1, 0, 0
26) COc1ccc(CNC(=O)C(C)N2CCN(S(=O)(=O)c3ccccc3F)CC2)cc1 (stereo not given)
    -6, /, 3, -2, 2, /, -2, 4, 4
27) O=C(COC(=O)CSc1ccc([N+](=O)[O-])cc1)NCCc1ccccc1
    14, -1.4, -2, 1, 18, 3, -1, 6, 15
28) CCCC1(C(=O)OCC)NC(c2ccc(O)cc2)C2C(=O)N(c3ccc4c(c3)OCCO4)C(=O)C21 (stereo not given)
    1, -0.5, 2, -1, 0, 8, 4, 1, 6
29) O=C(Nc1ccc(Oc2cccnc2)cc1)C1CCN(Cc2ccccc2)CC1
    4, 4.9, -6, 8, -4, 6, -12, 1, 3
30) COC(=O)c1ccc(Cn2nc(-c3ccc(C)c(C)c3)ccc2=O)cc1
    -6, -1.3, -2, 1, 8, -11, 0, 6, 0

(list continues)
Below each SMILES: MCL1-BIM inh, MEX-5 binding, GLD-1 RNA inh, AHR activator, PAFAH1B2 inh, Fam108B inh, PME-1 inh, pPAFAH FP inh, BCLXL inh
31) CCOC(=O)Cc1csc(SCC(=O)NC2CCCC(C)C2C)n1 (stereo not given)
    4, /, 2, -1, 1, 1, 3, 4, 4
32) O=C(c1ccc(S(=O)(=O)Nc2ccccc2)cc1)N1CCCC1
    5, -1.6, 9, 1, 1, 1, -2, 17, 4
33) CC1(C)c2[nH]c3ccccc3c2C[C@@H]2C(=O)N(Cc3ccccc3F)C(=O)N21
    2, -7.5, 8, -1, 0, 4, 4, 6, 6
34) COc1ccccc1CN1CC(C(=O)NCCN(C)CCc2ccccc2)CCC1=O (stereo not given)
    17, -21, 6, 4, 0, 0, 13, -1, 2
35) Cc1ccc(OCCN2C(=O)c3ccccc3C2=O)c(C)c1
    4, 1.0, -5, -1, -3, 6, 11, 2, 1
36) Cc1cc(C)c(S(=O)(=O)c2c(C)cccc2C)c(OCC(C)C)n1
    -4, 1.1, -1, 2, -2, 3, -1, 4, -1
37) Cc1cc(Br)ccc1NC(=S)NC1CCCC1
    16, -0.1, 4, 5, 0, 4, 5, 3, 7
38) O=C(CN1C(=O)NC2(CCCC2)C1=O)Nc1cccc(-c2nnc3n2CCCCC3)c1
    11, -2.6, 5, -2, 1, 1, 1, -4, 5
39) O=S(=O)(c1cc(F)ccc1F)N1CCN(C2CCCCC2)CC1
    2, -2.4, 3, -2, 6, -6, 4, 0, 5
40) Cc1cc(C)cc(N(C(=O)c2ccc(Br)o2)C2C=CS(=O)(=O)C2)c1 (stereo not given)
    -6, -0.5, -1, 1, -4, 1, 0, 3, -2
41) O=C1COc2ccc(S(=O)(=O)CCC(=O)N3CCN(c4cccc(C(F)(F)F)c4)CC3)cc2N1
    6, -2.6, 10, 0, -2, -1, 8, 11, 3
42) COc1ccc(N2CCN(S(=O)(=O)CCNC(=O)COc3ccccc3)CC2)cc1
    6, 0.7, -4, -1, 1, -2, -4, -5, 6
43) COC(=O)c1c(NC(=O)c2cccc([N+](=O)[O-])c2)sc(C(N)=O)c1C
    15, -7.4, 5, 35, -8, -8, -12, 10, 12
44) COc1ccc(-c2ncccc2OC(=O)C23CC4CC(CC(C4)C2)C3)cc1OC
    0, 1.2, 0, 7, 2, 2, -2, -1, 3
45) O=C(COc1ncnc2ccccc12)Nc1cc([N+](=O)[O-])ccc1F
    6, 2.0, 3, -1, 5, 1, 3, 6, 7
46) N/C(=N\OC(=O)c1ccc(F)cc1)c1cccc([N+](=O)[O-])c1
    4, 1.2, -7, 25, 3, 0, 1, -3, 8
47) CCOC(=O)c1cnc2c(c(C)nn2C)c1Oc1ccc(Cl)cc1
    5, 1.2, 12, -1, 8, -1, -4, 2, 9
48) Cc1ccc(Nc2nnc(SCC(=O)Nc3ncc(S(=O)(=O)c4ccc([N+](=O)[O-])cc4)s3)s2)cc1
    4, -0.1, 3, 1, 7, -7, -1, 5, 4
49) CCOC(=O)N1CCN(S(=O)(=O)c2ccc3c(c2)SCC(=O)N3)CC1
    0, -2.6, 2, 0, 7, 1, 3, -1, 1
50) COc1ccc(-c2n[nH]c3c2CN(C(=O)c2ccccc2)CC3)cc1
    2, 2.2, 8, 10, 3, 3, 5, 1, 2
51) Cc1ccc(C(=O)COc2cccc(NC(=O)c3ccco3)c2)cc1
    5, -0.4, 2, -4, -1, -4, -1, 2, 3
52) Cc1cc(OCC(=O)N2CCC(O)CC2)c2c(C)cc(=O)oc2c1
    -4, 1.2, 4, -1, -2, -6, -4, -3, 2

Source: PubChem BioAssay

These rows are one share of the data; rates above refer to the full screens.
